# Eya2 phos inh – Eya2 (human) phosphatase inhibition; O00167; Potency, µM (highest dose often 76.9 µM), for inactives: at the top dose activity, negative = inhibition, most hits filed as inhibitors; hit rate 0.006% among 330,000; recombinant Eya2, OMFP fluorescence dephosphorylation (OMFP is methylfluorescein phosphate); note: potency is the fitted concentration of half-maximal effect
#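 Eya2 protein (added as 0.2 uM solution) was preincubated with compound for 10 min at ambient temperature in 50 mM HEPES pH 7.5, 50 mM NaCl, 5 uM MgCl2, 0.05% BSA, 1 mM DTT. OMFP (added at 50 uM) then reacted 10 min; fluorescence read at 485/525 nm.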
# BCR signal inh – inhibitors of chronic active B-cell receptor signaling | ABC-DLBCL IkBa-CBG/CBR reporter, luminescence ratio, 4 h | hit rate 0.05% among 340,000 | Potency, µM (doses to about 46.1 µM), for inactives: top-dose ratio change, negative = lower green/red ratio, actives largely listed as inhibitors; active = well fitted inhibition curve with a large enough effect in the signal ratio, with a control signal flat, not every such curve was filed as active; inconclusive = small, poorly fitted or top-dose-only effect, or effect the other way, or a change in a side signal; the % refers to the signal ratio;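 note: potency is the fitted concentration of half-maximal effect; plate controls were basal doxycycline-induced cells for no effect and cells given 10 µM MG132 for full effect; MG132 reads +100%, hits lower the ratio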
#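 Doxycycline induced both beetle luciferases in TMD8 lymphoma cells; IKK-driven degradation limits the IkappaBalpha-fused green signal, while red luminescence normalises for cell number and nonspecific effects. Compounds tested up to 46 uM, 4 hrs.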
# hERG WT inh – blocks the wildtype human KCNH2 potassium channel. AID 720551. activity change, % at 1.84 µM. hit rate 0.37% among 340,000. U2OS, BacMam KCNH2, thallium flux FluxOr; active compounds read low. Q12809;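 active = maximum activity change below -70%; inconclusive = maximum activity change between -70% and -50%; inactive = maximum activity change above -50%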
# Target sequence (Q12809 whole entry, looked up): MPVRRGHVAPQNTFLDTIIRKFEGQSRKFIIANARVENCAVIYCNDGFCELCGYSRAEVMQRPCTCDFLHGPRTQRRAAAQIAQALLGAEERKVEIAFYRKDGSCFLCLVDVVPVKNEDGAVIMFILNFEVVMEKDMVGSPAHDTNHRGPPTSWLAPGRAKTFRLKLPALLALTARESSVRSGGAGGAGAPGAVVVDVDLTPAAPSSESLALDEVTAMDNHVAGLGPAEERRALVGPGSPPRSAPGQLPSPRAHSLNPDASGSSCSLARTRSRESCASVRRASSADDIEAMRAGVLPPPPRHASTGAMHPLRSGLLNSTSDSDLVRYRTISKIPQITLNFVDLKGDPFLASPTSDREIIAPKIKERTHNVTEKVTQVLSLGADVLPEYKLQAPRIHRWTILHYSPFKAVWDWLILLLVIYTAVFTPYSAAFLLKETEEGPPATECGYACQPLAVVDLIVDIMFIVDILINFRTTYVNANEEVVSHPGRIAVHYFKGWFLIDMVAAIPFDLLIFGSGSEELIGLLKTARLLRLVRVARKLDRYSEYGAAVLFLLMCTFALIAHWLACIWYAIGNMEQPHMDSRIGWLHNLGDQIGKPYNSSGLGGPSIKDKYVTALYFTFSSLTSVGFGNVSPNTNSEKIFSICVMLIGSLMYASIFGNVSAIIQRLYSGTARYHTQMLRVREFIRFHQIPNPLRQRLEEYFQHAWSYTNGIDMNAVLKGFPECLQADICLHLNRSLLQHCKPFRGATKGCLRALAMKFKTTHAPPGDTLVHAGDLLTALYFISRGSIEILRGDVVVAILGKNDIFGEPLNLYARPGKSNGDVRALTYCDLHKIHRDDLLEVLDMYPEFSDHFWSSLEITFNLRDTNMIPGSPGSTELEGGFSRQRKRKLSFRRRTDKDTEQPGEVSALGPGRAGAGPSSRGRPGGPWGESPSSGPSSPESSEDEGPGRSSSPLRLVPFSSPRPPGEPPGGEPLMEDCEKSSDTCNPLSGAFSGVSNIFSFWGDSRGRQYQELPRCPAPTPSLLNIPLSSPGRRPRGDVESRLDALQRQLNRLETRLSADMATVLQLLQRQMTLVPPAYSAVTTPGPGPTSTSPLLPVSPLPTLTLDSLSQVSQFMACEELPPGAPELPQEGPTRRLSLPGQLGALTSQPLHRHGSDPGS
#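 U2OS cells transduced with wild-type KCNH2 virus are loaded with FluxOr dye for 45 min, and thallium flux is measured in kinetic reads before and after stimulation buffer. Rate constants are normalized to DMSO controls.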
# uPA surface inh – inhibitors of cell surface uPA generation; cell surface uPA generation assay, qHTS; hit rate 0.31% among 330,000; Potency, µM (titrated, usually from 38.3 µM), for the others: at the highest dose activity change, negative = inhibition, most hits filed as inhibitors; active = well fitted inhibition curve with a large enough effect; inconclusive = small, poorly fitted or top-dose-only effect; inactive = no such curve, though single readings can be large or run the other way; tested in mouse RAW 264.7 cells; note: potency is the fitted concentration of half-maximal effect; nearly all actives have a fitted effect of over 55% in size
# KCNH2 3.1 inh – KCNH2 3.1 (human) potassium channel inhibition; U2OS KCNH2 3.1, thallium flux FluxOr; active compounds read low; activity change, % (tested at about 1.8 µM); hit rate 0.95% among 340,000; AID 720553;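 active = maximum activity change below -70%; inconclusive = maximum activity change from -70% to -50%; inactive = maximum activity change above -50%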;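 note: thallium influx rate constant from kinetic fluorescence after stimulation buffer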
#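 Kinetic fluorescence (2 min after stimulation buffer) measures Tl+ influx through KCNH2 3.1 expressed by viral transduction in U2OS cells; the rate constant is normalized against DMSO controls serving as positive and negative references.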
# PKM2 activator – activators of human pyruvate kinase M2. P14618. purified PKM2, Kinase-Glo ATP luminescence, activation; response scale: 0% is enzyme alone, no compound. Potency, µM (highest dose often 57.5 µM), for inactives: at the highest dose activation, usual class: activators. hit rate 0.34% among 260,000; note: potency is the fitted concentration of half-maximal effect; nearly all actives have a fitted effect of over 55% in size
#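 ATP formation by purified human PK-M2, quantified via coupled luciferase luminescence after 1 h at room temperature with 0.1 mM ADP and 0.5 mM PEP final.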
# Giardia kill – kills Giardia lamblia. Giardia lamblia trophozoite viability. activity change, % at 7.66 µM, hits read low. hit rate 0.15% among 340,000; in the data active = activity change below about -80%; inconclusive = between about -30% and that limit;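 note: parasites exposed to compound for two days anaerobically before the ATP read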
#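 Luminescence from cellular ATP indicates surviving trophozoites (100 cells/well) following 48 hrs anaerobic compound treatment at 37 deg C; signal develops 15-30 min at room temperature.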
# B2AR arrestin – beta2AR (human) beta-arrestin recruitment activity | P07550 | beta-arrestin recruitment to beta2AR, cell-based reporter | Potency, µM (highest dose often 46.1 µM), for inactives: top-dose activation, actives largely listed as activators | hit rate 0.02% among 330,000;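 note: potency is the fitted concentration of half-maximal effect; 0% = DMSO controls and full agonism = EC100 isoproterenol or metaproterenol; nearly all actives have a fitted effect of over 65% in size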
# GALK inhibitor – galactokinase (human) inhibition; Purified GALK, Kinase-Glo residual ATP luminescence; AID 1868; Potency, µM (top dose mostly 57.5 µM), without a hit: top-dose activity change, negative = inhibition, actives largely listed as inhibitors; hit rate 0.007% among 270,000; P51570; note: potency is the fitted concentration of half-maximal effect
#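 Kinase-Glo Plus luminescence measured ATP left after a 1 h room-temperature reaction. The reaction used 5 nM GALK, 100 uM galactose and 35 uM ATP at pH 8.0 (20 mM HEPES, 5 mM MgCl2, 60 mM NaCl, 1 mM DTT, 0.01% BSA).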
# USP2a block – inhibitors of human ubiquitin-specific protease USP2a | O75604 | USP2 core, Ub-CHOP2 coupled fluorogenic reporter, 485/531 | Potency, µM (titrated, usually from 38.3 µM), for inactives: at the highest dose activity change, negative = inhibition, hits mostly inhibitors | hit rate 0.01% among 330,000;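 note: potency is the fitted concentration of half-maximal effect; plate controls were DMSO wells for no effect and full inhibition by NEM control for full effect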
#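 USP2 core (10nM final) preincubated 30min RT with compound in 20mM Tris-HCl pH 8.0, 2mM CaCl2, 2mM beta-mercaptoethanol, 0.05% CHAPS; 25nM Ub-CHOP2 plus 25nM reporter substrate added, fluorescence (Ex485/Em531) read after 60min.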
# Coupling enz – counter-screen for Giardia aldolase inhibitors: coupling enzyme system | coupling enzyme system counterscreen, AmpLite Red fluorescence | activity change, negative = inhibition, % at 58.2 µM, hits read low | hit rate 0.67% among 290,000; in the data active = activity change below about -30%
#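 Coupling enzymes only (glyceraldehyde-3-phosphate) + compound, at 57.5 uM final, 10 min RT; add substrate/coupling/AmpLite Red mix, 20 min RT; fluorescence ex 525/em 598 nm. Actives flag coupling-system interference.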
# Active calls of the source: *; ? = inconclusive; . = no result given. Unless noted, calls come from the whole dose curve; as a rule, active = well fitted curve in the direction sought with a large enough effect; inconclusive = small, poorly fitted or top-dose-only effect, or another doubt; inactive = no such curve, though single readings can be large; an effect the other way counts as inactive or inconclusive. Unless noted, % is set by controls: 0 for no effect and ±100 for the full control effect.
SMILES,Eya2 phos inh,BCR signal inh,hERG WT inh,uPA surface inh,KCNH2 3.1 inh,PKM2 activator,Giardia kill,B2AR arrestin,GALK inhibitor,USP2a block,Coupling enz
COc1ccc(CNC(=O)c2c(C)cc(=O)oc2C)cc1OC,4%,4%,3,-1%,15,-12%,-3,0.0%,-2%,2%,-4
O=C(CSc1nnc2scc(-c3ccc(F)cc3)n12)NCc1ccco1,16%,-2%,15,.,-7,2%,-2,0.5%,8%,2%,0
CC[C@]12c3[nH]c4ccc(OC)cc4c3CCN1C(=O)C(CC(=O)NCCN1CCOCC1)C[C@@H]2C(=O)N1CCN(C(=O)c2ccco2)CC1 (some centres not stated),2%,3%,-5,12%,-3,.,1,6.2%,.,0%,.
CCCCn1c(N)c(N(CCC(C)C)C(=O)CSc2nncn2-c2ccccc2)c(=O)[nH]c1=O,26%,1%,15,17%,-1,.,11,?,.,-7%,.
COc1ccc(N2CCN(c3ccnc4cc(Cl)ccc34)CC2)cc1,-1%,2%,7,3%,-81*,-5%,-2,-0.2%,0%,1%,0
CN(CC#CC1(O)c2ccccc2-c2ccccc21)Cc1ccccc1,0%,?,-6,3%,-4,1%,20,0.0%,1%,1%,5
CC(=O)Nc1cccc(-c2nc3ccccc3c(=O)o2)c1,4%,?,-1,-4%,-12,2%,10,-0.1%,-2%,0%,0
Cc1cc(NC(=S)N(Cc2ccc(Br)cc2)Cc2ccc(C(=O)O)cc2)ccc1Cl,-9%,?,0,5%,-13,-1%,0,-1.4%,-6%,-20%,-1
O=C(Cc1csc(-c2cccc(Cl)c2)n1)Nc1cccc(S(=O)(=O)NC2=NCCC2)c1,-17%,8%,1,-8%,-9,.,9,0.5%,.,2%,.
O=C(CSC1=NCCS1)N1CCOCC1,-12%,0%,-1,-4%,-6,1%,8,0.2%,-2%,-2%,-1
COc1ccc(C2C(C(=O)c3cccs3)=C(O)C(=O)N2Cc2cccnc2)cc1OC (configuration not stated),-12%,?,14,1%,5,-5%,3,-0.4%,0%,1%,0
Cc1cc(=O)[nH]c(SCC(=O)NC2CCCCCCC2)n1,8%,-4%,-19,2%,-4,.,-9,0.1%,.,0%,.
Cc1ccccc1C(=O)NNC(=O)C1CC(=O)N(Cc2ccccc2)C1 (configuration not stated),-8%,?,-13,13%,-6,.,-4,-0.2%,.,-1%,.
CCOC(=O)C1CCN(C(=O)Nc2ccc(Cl)cc2Cl)CC1,-7%,3%,1,-22%,-26,-3%,0,-0.7%,.,3%,6
COc1ccc(-n2nnc3c(=O)n(Cc4cccc(C)c4)cnc32)cc1,5%,5%,2,.,11,-1%,-1,0.5%,2%,1%,3
NS(=O)(=O)c1ccc(NC(=O)c2ccc(S(=O)(=O)N3CCc4ccccc43)cc2)cc1,19%,-5%,-1,3%,-11,-3%,-12,-0.1%,3%,-1%,2
CCOc1ccc2nc(NCCNC(=O)C(C)(C)C)c(C)cc2c1,0%,0%,2,1%,-30,-1%,5,0.2%,-1%,3%,-2
Cc1noc(C)c1COc1ccccc1C(=O)NCCOc1ccccc1,8%,?,-18,4%,2,.,0,0.2%,.,1%,.
NS(=O)(=O)c1ccc(CCNCc2cccnc2)cc1,-10%,?,-2,15%,-9,-1%,12,-0.6%,4%,5%,1
COc1ccc(N2C(=O)C3CCCN3C2c2cccc(OC)c2)cc1 (configuration not stated),4%,-1%,10,0%,8,0%,28,0.3%,2%,1%,0
Cc1cccc(S(=O)Cc2ccc(C(=O)NC3CCN(Cc4ccccc4)CC3)o2)c1 (configuration not stated),1%,0%,17,2%,-8,.,-16,0.0%,-4%,0%,.
CCn1c(C)nc2cc(C(=O)n3cc(C(=O)c4cc(F)ccc4O)cn3)ccc21,5%,1%,.,.,.,-3%,.,-0.6%,-3%,0%,2
CSc1cccc(NS(=O)(=O)c2ccc3c(c2)CCN3C(C)=O)c1,-13%,?,0,?,4,.,18,0.3%,0%,1%,1
COC(=O)c1ccc(CNC(=O)c2ccc(COc3ccccc3)cc2)cc1,-4%,-9%,-3,-1%,-5,-8%,-15,-1.5%,0%,3%,2
O=[N+]([O-])c1ccc(Cl)c(/C=N/N2CCN(C3c4ccccc4-c4ccccc43)CC2)c1,4%,-3%,-19,4%,2,7%,1,0.0%,-3%,2%,1
CCC(C(=O)NC1C(=O)N2C(C(=O)O)=C(CSc3nnc(C)s3)CSC12)c1ccccc1 (configuration not stated),-3%,1%,-5,-4%,-20,.,3,-0.2%,.,1%,.
CCOc1ccc(-c2nnc(SCC(=O)N3CCNC3=O)o2)cc1,-6%,-1%,7,-20%,22,.,3,0.1%,.,-1%,.
CCN(CC)CC(=O)c1c[nH]c2ccc(OC)cc12,-5%,9%,2,1%,.,-1%,-9,0.4%,.,5%,0
COCCCNC(=O)Cn1cc(/C=C(\C#N)C(=O)N2CCN(c3ccccc3)CC2)c2ccccc21,4%,0%,1,2%,19,-7%,-10,-0.4%,-1%,1%,0
CC(=O)C[C@H](O)CC(=O)[C@H]1OC(=O)[C@@H](C)C/C=C\Cc2ccccc21,-1%,3%,-3,12%,-3,.,-6,3.2%,.,1%,.
O=C(Cc1ccc([N+](=O)[O-])cc1)Nc1ccc(C(=O)N2CCOCC2)cc1,-19%,-1%,-1,7%,3,-15%,?,-0.7%,-4%,2%,.
NC(=O)C1CNc2ccccc2O1 (configuration not stated),-10%,0%,-1,-4%,20,0%,-3,0.2%,4%,0%,0
COc1ccc(C(=O)Nc2ccccc2-c2nnn(CC(=O)Nc3ccc4c(c3)OCCO4)n2)cc1,2%,-2%,5,0%,3,-2%,0,-0.1%,-2%,0%,1
O=C(COC(=O)c1ccc(CO)cc1)NCc1cccs1,6%,8%,-1,-7%,-42,13%,13,?,-1%,1%,-1
O=S(=O)(NC1=NCCCCC1)c1cccs1,-11%,1%,-3,-4%,-13,-1%,22,-0.2%,4%,-1%,12
COC(=O)/C=C1\N/C(=N\c2nc(C)cc(C)n2)N(c2ccc(C)c(C)c2)C1=O,10%,-8%,0,-8%,11,11%,-5,-0.5%,1%,0%,10
Cc1ccc(S(=O)(=O)N2CCOCC2)cc1NC(=O)CSc1cccc[n+]1[O-],5%,-2%,-2,1%,-11,0%,-15,-0.5%,-3%,2%,3
O=C(N=Nc1c(O)[nH]c2ccc(Br)cc12)c1cc(-c2cccc3ccccc23)n[nH]1,-5%,-1%,2,6%,0,-3%,-19,-1.3%,1%,-7%,1
CC(C)=CC(=O)O[C@H]1[C@@H]2[C@H](C)C(=O)O[C@@H]2C[C@@H](C)[C@@H]2[C@@H](O)CC(=O)[C@]21C,0%,-9%,-12,-50%,-4,-1%,-18,-0.9%,0%,9%,5
CCOCC(=O)Nc1nc2ccccc2s1,-9%,?,1,-1%,7,-3%,-15,-0.7%,-1%,1%,0
COc1ccc(C(=O)Nc2ccccc2C(=O)NC(Cc2ccc(O)cc2)C(=O)NNC(=O)c2ccc(C)cc2)cc1 (configuration not stated),1%,1%,-16,-4%,-5,-2%,5,4.0%,1%,0%,-1
O=C(Cc1ccccc1)Nc1ccc(NC(=O)c2ccco2)cc1Cl,1%,?,13,3%,16,1%,0,-0.8%,1%,5%,2
CC(=C/c1ccc(C(C)C)cc1)/C=N/NC(=O)Cn1nnnc1N,-8%,-7%,-2,1%,-26,2%,5,-0.7%,-4%,2%,0
COc1ccc(S(=O)(=O)NCc2ccc(C(=O)N3CCc4ccccc4C3)cc2)cc1,-6%,-3%,-4,-3%,8,5%,-10,-3.3%,1%,2%,2
Cc1ccc(C(=O)NCC(=O)N(C)CC(=O)Nc2ccccc2Br)s1,-5%,-8%,-11,-7%,-1,.,7,-0.4%,.,0%,.
COc1ccc(C(=O)NNC(=O)COC(=O)c2sccc2C)cc1,12%,0%,5,0%,-1,.,-12,-1.9%,.,1%,.
Cc1cc(C)n2ncc(/C(N)=N/OC(=O)Nc3ccccc3)c2n1,4%,-12%,0,?,13,20%,-18,0.2%,-8%,0%,6
CC(=O)C1=C(O)C(=O)N(c2ccc(S(=O)(=O)Nc3nccs3)cc2)C1c1ccc(F)cc1 (configuration not stated),14%,-1%,-20,5%,-12,0%,-14,-0.5%,7%,1%,10
Cc1csc(CN(C)C(=O)CC2C(=O)NCCN2Cc2ccc(-c3ccccc3)cc2)n1 (configuration not stated),3%,9%,-9,-2%,-2,-19%,3,0.0%,1%,1%,0
CCOC(=O)c1cc(-c2ccc(OC(F)F)cc2)nc2nc(SC)[nH]c(=O)c12,-4%,18%,4,-5%,-15,-9%,-19,0.2%,2%,2%,6

# 2 compounds drawn at random from the list so far:
SMILES,Eya2 phos inh,BCR signal inh,hERG WT inh,uPA surface inh,KCNH2 3.1 inh,PKM2 activator,Giardia kill,B2AR arrestin,GALK inhibitor,USP2a block,Coupling enz
Cc1ccc(S(=O)(=O)N2CCOCC2)cc1NC(=O)CSc1cccc[n+]1[O-],5%,-2%,-2,1%,-11,0%,-15,-0.5%,-3%,2%,3
NS(=O)(=O)c1ccc(CCNCc2cccnc2)cc1,-10%,?,-2,15%,-9,-1%,12,-0.6%,4%,5%,1

# Screens as filed in PubChem.
